From PubChem BioAssay
KCNK3 block = human KCNK3 channel inhibition, primary screen; O14649; CHO-KCNK3 thallium flux, FluxOR fluorescence; stronger effect = lower value; B-score at 10 µM; 340,000 tested, 0.84% active;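 active = B-score under library mean minus 4 SD, starting fluorescence ratio at most library mean plus 5 SD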;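 note: more negative B-score means stronger inhibition of thallium flux through KCNK3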
Target sequence (O14649 whole entry, looked up): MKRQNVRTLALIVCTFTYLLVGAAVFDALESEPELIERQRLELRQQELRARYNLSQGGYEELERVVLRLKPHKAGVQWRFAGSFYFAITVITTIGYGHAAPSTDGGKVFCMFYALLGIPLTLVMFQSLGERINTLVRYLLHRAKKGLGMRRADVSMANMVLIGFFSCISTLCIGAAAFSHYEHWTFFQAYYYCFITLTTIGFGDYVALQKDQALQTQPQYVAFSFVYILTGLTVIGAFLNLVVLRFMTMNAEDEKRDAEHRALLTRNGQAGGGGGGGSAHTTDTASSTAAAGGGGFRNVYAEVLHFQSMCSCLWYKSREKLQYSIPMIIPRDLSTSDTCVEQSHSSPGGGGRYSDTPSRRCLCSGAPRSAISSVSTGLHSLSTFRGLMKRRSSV
Dyrk1A ADPGlo = Dyrk1A (rat) kinase inhibition. ADP-Glo luminescence, NFATc1 peptide. Q63470. 310,000 tested, 0.43% active. inhibition, % at 12.5 µM; in the data active = inhibition above about 50%;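 note: plate controls were vehicle with enzyme for no effect and no enzyme for full effect; many of its hits are not listed in these tables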
Active calls of the source: *; i = inactive.

Start of the data: the first 2 compounds (preview)
SMILES	KCNK3 block	Dyrk1A ADPGlo
O=C(/C=C/C(Cl)(Cl)Cl)Nc1ccc(Cl)cc1	i	-4
CN(c1ccccc1)S(=O)(=O)c1cc(C(=O)Nc2ccccc2N2CCOCC2)ccc1Cl	i	1

This part in full, repeating the preview:
SMILES	KCNK3 block	Dyrk1A ADPGlo
O=C(/C=C/C(Cl)(Cl)Cl)Nc1ccc(Cl)cc1	i	-4
CN(c1ccccc1)S(=O)(=O)c1cc(C(=O)Nc2ccccc2N2CCOCC2)ccc1Cl	i	1
CCOC(=O)C1CCCN(C(=O)c2cc(-c3ccco3)nc3ccccc23)C1 (configuration not stated)	i	-4
COc1ccc(C(=O)/C=C/c2ccc(O)cc2)c2c1CC(O)C(C)(C)O2 (configuration not stated)	i	41
CCN(C[C@H]1N[C@@](C)(C(=O)OC)[C@H]2C(=O)N(C)C(=O)[C@@H]12)C(=O)COC	i	-1
CC(=O)c1ccc(NC(=O)CNc2cc(S(=O)(=O)N3CCOCC3)ccc2N2CCCC2)cc1	i	-2
S=C1NCCN1CC1CCN(CC2CCCC2)CC1	i	-3
COc1ccc2[nH]c3c(c2c1)CCN1C(=O)C(CC(=O)NCCc2ccccn2)C[C@H](C(=O)N2CCCCC2)[C@@]31C (some centres not stated)	i	3
O=C(Cc1ccc2ccccc2c1)NC(Cc1ccccc1)C(=O)O (configuration not stated)	i	-1
CCNc1ncnc2c1cnn2C1CCCCO1 (configuration not stated)	i	0
O=S(Cc1ccc(Cl)cc1)c1ccccc1 (configuration not stated)	i	-1
CN(C)S(=O)(=O)c1ccc(Cl)c(C(=O)NNC(=O)Cn2ccc(C(F)(F)F)n2)c1	i	-5
O=C(COC(=O)/C=C/c1cccc(C(F)(F)F)c1)NC(=O)NCc1ccccc1	i	0
CC=Cc1cc2c(c(=O)o1)C(=O)C(O)C(C)O2 (configuration not stated)	i	-2
Oc1ccc(C=NNC(=S)Nc2cccnc2)nc1	i	-2
CC(OC(=O)c1cc(=O)[nH]c2ccccc12)C(=O)N1C(C)CCCC1C (configuration not stated)	i	3
O=C1NC(=S)NC1=Cc1ccc2c(c1)CCC2	i	4
COC(=O)CCc1c[nH]c2ccc([N+](=O)[O-])cc12	i	21
O=C(O)CC1(CC(=O)O)Nc2ccccc2SC1=O	i	-6
C=CCc1cccc2cc(C(=O)Nc3ccccc3C(=O)O)c(=O)oc12	i	-6
COc1ccccc1Nc1cc(C)nc(Nc2ccccc2OC)n1	i	-5
CC1CC(C)CN(C(=O)C(C)N2CCN(S(=O)(=O)c3ccc(C(F)(F)F)cc3)CC2)C1 (configuration not stated)	i	-1
N#CCC(=O)Nc1ccc(C(=O)NNC(=S)NC2CC2)cc1	i	-6
NS(=O)(=O)c1ccc(NC(=O)CSc2nc3c(cnn3-c3ccccn3)c(=O)[nH]2)cc1	i	0
CC(SC(C)C(=O)NN=Cc1c[nH]c2ccccc12)C(=O)NN=Cc1c[nH]c2ccccc12 (configuration not stated)	i	-5

Look-ups from the entries so far:
Dyrk1A ADPGlo, COC(=O)CCc1c[nH]c2ccc([N+](=O)[O-])cc12 : 21
Dyrk1A ADPGlo, CCNc1ncnc2c1cnn2C1CCCCO1 (configuration not stated) : 0
Dyrk1A ADPGlo, NS(=O)(=O)c1ccc(NC(=O)CSc2nc3c(cnn3-c3ccccn3)c(=O)[nH]2)cc1 : 0

Further compounds.
SMILES	KCNK3 block	Dyrk1A ADPGlo
Cc1ccc2[nH]c(C)cc(=S)c2c1	i	6
COc1ccc(C(=O)Nc2cc(Cl)ccc2N2CCOCC2)cc1S(=O)(=O)N1CCOCC1	i	-5
CCOC(=O)C1CCCN(C(=S)NC(=O)c2cc(Br)ccc2Cl)C1 (configuration not stated)	i	-18
CCN(CC(=O)Nc1cccc(Br)c1)Cc1nc2ccccc2c(=O)[nH]1	i	9
C[C@@H]1C(c2cccc(Cl)c2)=NN(c2ccc(Br)cc2)[C@H]1C(=O)N1CCOC1=O	i	-3
Cc1ccc(C=NNc2nc3c([nH]2)c(=O)n(C)c(=O)n3C)cc1	i	-1
Cc1cc(C(=O)OCC(=O)Nc2ccccc2C#N)c(C)o1	i	-2
O=C(CSc1nc(-c2ccccc2)nc2c1Cc1ccccc1O2)Nc1ccc(C(=O)O)cc1	i	-9
CCOC(=O)C1=CNS(=O)(=O)NC1c1ccc(Br)cc1F (configuration not stated)	i	-2
O[C@@H]1Cc2ccccc2O[C@H]1c1ccccc1	i	-3
COC(=O)c1cccc(NC(=O)CCCN2C(=O)NC3(CCCC3)C2=O)c1	i	14
O=C(Nc1cccc(S(=O)(=O)N2CCOCC2)c1)c1cccc(S(=O)(=O)N2CCCCC2)c1	i	-7
Cc1cccc(C(=O)Nc2cc(S(=O)(=O)N3CCOCC3)ccc2N2CCCC2)c1	i	-7
CCN(CC)C(=O)[C@H]1CC(CC(=O)NCCN2CCOCC2)C(=O)N2CCc3c([nH]c4ccc(OC)cc34)[C@]12C (some centres not stated)	i	-5
C#CCN1C=C(C(=O)OCC)C(C)N(Cc2ccccc2I)S1(=O)=O (configuration not stated)	i	-2
O=C(c1ccc(S(=O)(=O)N2CCCCC2)cc1)N1CCN=C1SCc1cccnc1	i	3
Cc1noc(C)c1NC(=O)Nc1cccc2c1O[C@H](CN(C)S(=O)(=O)c1ccccc1)[C@@H](C)CN([C@H](C)CO)C2=O	i	-5
Cc1cccc(N2C(=O)C=CC2=O)c1	i	-1
CC(C)=CCC/C(C)=C/CNC(=O)C[C@H]1C[C@H](C(=O)N2CCCCC2)[C@@]2(C)c3[nH]c4cc(-c5ccco5)ccc4c3CCN2C1=O	i	-2
COc1ccc(OC)c(NC(=O)CSc2ncnc3sc(C)cc23)c1	i	6
CCOC(=O)N(Cc1ccccc1)C1CC1	i	-1
CCc1nc(SCC(=O)N2CCc3ccccc32)c2oc3ccccc3c2n1	i	-3
COC(=O)[C@@H](NCc1ccc(B(O)O)cc1)C(C)C	i	2
c1ccc(CN(CCN2CCOCC2)Cc2ccccc2)cc1	i	-7
O=C(c1ccccc1)N1CCN(C(=O)c2ccccc2)c2ccccc21	i	-3

Whole records from above. Values in the order: KCNK3 block, Dyrk1A ADPGlo
`CCc1nc(SCC(=O)N2CCc3ccccc32)c2oc3ccccc3c2n1` as listed: i, -3
`C#CCN1C=C(C(=O)OCC)C(C)N(Cc2ccccc2I)S1(=O)=O` (configuration not stated) as listed: i, -2

Random excerpt: seven records from the list
SMILES	KCNK3 block	Dyrk1A ADPGlo
CCN(CC)C(=O)[C@H]1CC(CC(=O)NCCN2CCOCC2)C(=O)N2CCc3c([nH]c4ccc(OC)cc34)[C@]12C (some centres not stated)	i	-5
COC(=O)c1cccc(NC(=O)CCCN2C(=O)NC3(CCCC3)C2=O)c1	i	14
Cc1cccc(N2C(=O)C=CC2=O)c1	i	-1
CC(SC(C)C(=O)NN=Cc1c[nH]c2ccccc12)C(=O)NN=Cc1c[nH]c2ccccc12 (configuration not stated)	i	-5
Cc1ccc2[nH]c(C)cc(=S)c2c1	i	6
N#CCC(=O)Nc1ccc(C(=O)NNC(=S)NC2CC2)cc1	i	-6
C#CCN1C=C(C(=O)OCC)C(C)N(Cc2ccccc2I)S1(=O)=O (configuration not stated)	i	-2

The list goes on.
SMILES	KCNK3 block	Dyrk1A ADPGlo
N#Cc1c(-c2ccc(F)cc2)c(-c2ccc(F)cc2)nn(CCO)c1=O	i	-3
COc1c(O[C@@H]2O[C@H](CO)[C@@H](O)[C@H](O)[C@H]2O)cc2c(c1OC)-c1ccc(SC)c(=O)cc1C(NC(C)=O)CC2 (some centres not stated)	i	13
CC(Sc1nnc(CN2CCCC2)n1Cc1ccccc1)C(=O)Nc1ccc(F)c(F)c1F (configuration not stated)	i	2
CC(C)CCCCCCCCCCCCC(=O)NCC(=O)NC1C(C)OC(Nc2ncnc3nc[nH]c23)C(O)C1O (configuration not stated)	i	-1
CN(C)CCC=C1c2ccccc2CCc2ccccc21	i	5
O=S(=O)(c1cccs1)N1CCN(CCOc2ccccc2)CC1	i	-4
CSc1nc2[nH]c(=O)n(O)c(=O)c2n1Cc1ccccc1	i	9
CCN(CC(=O)Nc1ccccc1OC)C(=O)COc1ccc(C#N)cc1	i	7
CN(c1ccccc1)S(=O)(=O)c1ccc(Cl)c(C(=O)OCC(=O)c2c(N)n(C)c(=O)n(C)c2=O)c1	i	1
CC(C)Oc1ccc(C(=O)NCC(=O)N2CCN(S(=O)(=O)/C=C/c3ccccc3)CC2)cc1	i	3
CN1CCC(N(C)S(=O)(=O)c2ccc(NC(=O)Cc3ccc(F)cc3)cc2)CC1	i	1
NC(=O)c1ncn([C@@H]2O[C@H](CN=C3NS(=O)(=O)c4ccccc43)[C@@H](O)[C@H]2O)n1	i	3
CCCCn1c(N)c(NCC)c(=O)[nH]c1=O	i	-1
O=C(Cn1nc(C(=O)O)c2ccccc2c1=O)Nc1cccc(S(=O)(=O)N2CCCC2)c1	i	-9
CCOC(=O)C1=C(C)N(C[C@@H]2CC[C@@H](Cc3ccc(-c4ccccc4)cc3)O2)C(=O)NC1C1CC1 (some centres not stated)	i	1
CC1OC(c2ccccc2)OC2COC(c3ccccc3)OC12 (configuration not stated)	i	-2
CC(NC(=O)COC(=O)C1=NN(c2ccccc2)C(=O)CC1)c1ccccc1 (configuration not stated)	i	5
COc1cccc(/C=C/C(=O)OCC(=O)N2c3ccccc3CC2C)c1OC (configuration not stated)	i	-11
COc1cccc(CN(CCC(C)C)S(=O)(=O)c2cc(Br)ccc2Br)c1	i	-2
O=C(CN1CCSC1=O)Nc1ccc(N2CCOCC2)cc1	i	1
CC(=O)NC12CC3CC(C1)CC(C(=O)Nc1ccc(C)c(S(=O)(=O)N4CCCCCC4)c1)(C3)C2	i	3
O=C1NCC(Nc2ccccc2)C(=O)N1 (configuration not stated)	i	0
CCOc1ccccc1OCCCC(=O)Nc1ccc(S(=O)(=O)Nc2cc(C)nc(C)n2)cc1	i	-1
COc1ccccc1C(=O)NC(CCSC)C(=O)OCC(=O)N1CCN(S(=O)(=O)c2ccc(C)cc2)CC1 (configuration not stated)	i	4
CC(C)(C)c1ccc(C(=O)NCCC(=O)Nc2ccc3c(c2)OCCO3)cc1	i	-2
The listing continues.
SMILES	KCNK3 block	Dyrk1A ADPGlo
CCN(C(=O)COC(=O)CCS(=O)(=O)c1ccccc1)c1c(N)n(Cc2ccccc2)c(=O)[nH]c1=O	i	-6
CC[C@]12C(=O)N(C)C[C@H]([C@@H]3C(=O)N(C)C(=O)[C@@H]31)N2C(=O)c1ccccc1	i	18
Cc1cc(NC(=O)C(C)SCC(=O)N(C)CC(=O)Nc2ccccc2C(F)(F)F)no1 (configuration not stated)	i	8
CCCCCC1CC(=O)NC1(C(=O)OCC)C(=O)OCC (configuration not stated)	i	-1
CC(=O)C1=CN(CC2CCCCC2)CCC1=O	i	-5
O=C(CCCCC(=O)NN=Cc1ccccc1O)NN=Cc1ccccc1O	i	3
CC(=O)C1CCC2C3CCC4=CC(=O)C=CC4(C)C3CCC12C (configuration not stated)	i	8
CCN(CC)S(=O)(=O)c1ccc(N2CCOCC2)c(NC(=O)CSCc2c(C)noc2C)c1	i	7
COc1ccc(CCNC(=O)COC(=O)Cc2cccc(F)c2)cc1	i	-7
NC(=O)c1ccsc1NC(=O)CN1CCN(S(=O)(=O)c2ccccc2C(F)(F)F)CC1	i	1
Cc1ccc(C)c(NC(=O)CN(C)C(=O)c2ccc3ncsc3c2)c1	i	14
N=C(N1CCCc2ccccc21)N1CCCc2ccccc21	i	0
CCOC(=O)C1(C(=O)OCC)COC(=O)C2(CC)OC21 (configuration not stated)	i	-1
COc1ccc([C@@]23Oc4cc(OC)cc(OC)c4[C@]2(O)[C@H](O)[C@H](C(=O)N(C)C)[C@H]3c2ccccc2)cc1	i	4
CCOC(=O)c1sc2ncn(CC(=O)Nc3cc(C)on3)c(=O)c2c1C	i	2
COc1ccc2[nH]c3c(c2c1)CCN1C(=O)C(CC(=O)NCc2ccc(OC)c(OC)c2)C[C@H](C(=O)N2CCCCC2)[C@@]31CCc1ccccc1 (some centres not stated)	i	-4
CC(Sc1nnc(C2CC2)n1-c1ccccc1)C(=O)N1CCCC1 (configuration not stated)	i	-18
COC(=O)CSc1nc(SC)nc2c1sc1nc(-c3ccco3)c3c(c12)CC(C)(C)OC3	i	7
CC(=O)Nc1ccc(S(=O)(=O)NCC2CC3CCC2C3)cc1 (configuration not stated)	i	-4
CCCCN(Cc1nc2ccccc2c(=O)[nH]1)C(=O)c1nn(C)c(=O)c2ccccc12	i	-3
C[C@H](CO)N1C[C@H](C)[C@@H](CN(C)S(=O)(=O)c2cn(C)cn2)Oc2ccc(NC(=O)C3CCCCC3)cc2C1=O	i	-1
CC1CCCCN1N=Nc1nc2c([nH]1)c(=O)n(C)c(=O)n2C (configuration not stated)	i	1
C[C@H]1CN(S(=O)C(C)(C)C)[C@@H](CCO)/C1=C\CCO (some centres not stated)	i	1
O=C(NCc1ccccn1)c1cccc(S(=O)(=O)Nc2ccc(F)cc2)c1	i	-2
O=C(NN=Cc1ccccc1O)C(O)c1ccccc1 (configuration not stated)	i	1
Next structures follow:
SMILES	KCNK3 block	Dyrk1A ADPGlo
C=CCC[C@@H](Cc1ccc(F)cc1)C(=O)OC[C@H](C)NC(=O)[C@@H](CC=C)CC(=O)N(CCO)Cc1ccccc1	i	-2
O=C(Nc1ccccc1)P(=O)(O)c1ccccc1	i	1
Cc1cc(C(=O)CN2C(=O)NC3(CCCCCC3)C2=O)c(C)n1C	i	-10
O=C(NCCN1CCOCC1)C1CC(=O)N(c2cccc(C(F)(F)F)c2)C1 (configuration not stated)	i	13
Cc1ccc(CN2CC(C(=O)NCCCn3nc(C)cc3C)CC2=O)cc1 (configuration not stated)	i	8
CC(C)N(C(=O)[C@H]1CC(CC(=O)NCC23CC4CC(CC(C4)C2)C3)C(=O)N2CCc3c([nH]c4ccccc34)[C@]12C)C(C)C (some centres not stated)	i	-4
Cc1[nH]nc(-c2cccnc2)c1N=NN(C)C	i	16
C=CCN1C(=O)c2ccc(C(=O)N3CCC(C(=O)OCC)CC3)cc2C1=O	i	-5
CCOC(=O)C1=CN(CC)CCC1=O	i	-1
CCN(CC(=O)Nc1c(F)cccc1F)C(=O)Cc1sc(C)nc1-c1ccc(F)cc1	i	-2
O=C1N=C(N2CCOCC2)SC1=Cc1ccco1	i	12

A portion of the library. The share of hits here may be higher or lower than overall.
